OPRM1-OPRD1 inv: inverse agonist of human OPRM1-OPRD1 heterodimerization; cell-based MOR-DOR heterodimer luminescence, inverse agonism; inhibition, % at 9.3 µM; 0.21% of 340,000 active; AID 504357; in the data active means inhibition above about 22%, passing the limit was not always enough;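 further: 0% = cells with DMSO and 100% = wells without cells with DMSO; values of inactives mirror those of a sister screen read the other way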
Keap1-Nrf2 PPI: inhibitors of human Keap1-Nrf2 protein-protein interaction. Q14145. Keap1 Kelch-Nrf2 peptide fluorescence polarization, 1536-well. inhibition, % at 9.4 µM. 0.15% of 340,000 active. AID 504523; in the data active means inhibition above about 12%;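 further: human Keap1 Kelch domain with fluorescein labeled Nrf2 9mer peptide probe; 0% = neutral control wells and 100% = peptide positive control; higher means more block of Keap1 binding to Nrf2 peptide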
Target sequence (Q14145 whole entry, looked up, the tested form may be a part): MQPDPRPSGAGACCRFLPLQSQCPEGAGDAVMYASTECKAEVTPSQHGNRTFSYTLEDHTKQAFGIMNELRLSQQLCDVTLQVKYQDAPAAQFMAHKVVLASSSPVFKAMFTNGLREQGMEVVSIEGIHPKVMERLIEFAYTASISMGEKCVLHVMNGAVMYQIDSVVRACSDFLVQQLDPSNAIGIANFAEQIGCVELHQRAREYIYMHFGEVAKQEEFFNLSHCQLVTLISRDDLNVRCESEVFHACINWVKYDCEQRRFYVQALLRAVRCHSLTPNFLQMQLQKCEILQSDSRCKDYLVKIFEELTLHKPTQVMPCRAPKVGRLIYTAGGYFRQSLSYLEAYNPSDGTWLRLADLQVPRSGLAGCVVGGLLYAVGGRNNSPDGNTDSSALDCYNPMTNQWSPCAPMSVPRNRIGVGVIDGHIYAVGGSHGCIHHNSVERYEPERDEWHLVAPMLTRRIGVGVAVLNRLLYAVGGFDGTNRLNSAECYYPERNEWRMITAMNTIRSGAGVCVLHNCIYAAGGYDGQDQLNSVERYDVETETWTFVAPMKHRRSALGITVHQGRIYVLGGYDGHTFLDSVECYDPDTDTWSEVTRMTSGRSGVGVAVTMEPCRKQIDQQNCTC
CAL-PDZ inh HTS: blocks peptide binding to the human CAL PDZ domain; purified CAL PDZ, TMR-peptide fluorescence polarization, 1 h; inhibition, % at 24.9 µM; Q9HD26; 0.92% of 300,000 active; AID 602252;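 active means mean inhibition of at least 30% with at least half of replicates also reaching 30%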;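 further: 0% = DMSO neutral control and 100% = excess unlabeled competitor peptide PRC23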
RTF Ca sens act: increases calcium sensitivity of human cardiac regulated thin filaments | activation, % at 7.2 µM | 0.24% of 340,000 active | IANBD-labeled TnC RTF fluorescence at EC20 calcium; 0% EC20 calcium, 100% full calcium | AID 493008 | P19429+P45379;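 active means activation above the mean over all tested compounds plus 3 SD, cut at about 30% in these data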;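 further: rise in fluorescence read as greater calcium sensitivity of cardiac thin filaments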
HTR5A ag ctr: activates human HTR5A in OPRM1-OPRD1 agonist counter-screen | 0.61% of 340,000 active | HTR5A agonist assay, luminescence, cell-based | P47898 | AID 504692 | activation, % at 9.3 µM; in the data active means activation mostly above about 9.5%, no sharp cut-off; inactive means mostly below about 7.6%;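 further: 0% = cells with vehicle only and 100% = reference agonist; strong numbers were not always called active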
Target sequence (P47898 whole entry, looked up): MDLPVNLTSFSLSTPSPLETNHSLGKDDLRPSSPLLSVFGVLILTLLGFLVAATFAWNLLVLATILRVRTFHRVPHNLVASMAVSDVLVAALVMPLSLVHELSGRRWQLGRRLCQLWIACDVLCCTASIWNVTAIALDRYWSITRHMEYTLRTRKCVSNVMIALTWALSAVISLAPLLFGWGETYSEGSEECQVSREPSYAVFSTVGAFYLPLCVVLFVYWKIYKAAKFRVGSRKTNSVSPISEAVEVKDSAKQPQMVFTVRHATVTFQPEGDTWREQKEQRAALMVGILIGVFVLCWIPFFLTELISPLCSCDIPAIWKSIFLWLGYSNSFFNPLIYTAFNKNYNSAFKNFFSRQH
HTR5A inv ag: counter-screen for OPRM1-OPRD1 inverse agonists: human HTR5A inverse agonism | P47898 | HTR5A cell line, luminescence | inhibition, % at 9.3 µM | 0.083% of 340,000 active | AID 504634; in the data active means inhibition mostly above about 23%, no sharp cut-off; inactive means mostly below about 18%;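 further: 0% = cells with DMSO and 100% = no-cell wells with DMSO; some compounds called inactive have numbers as strong as hits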
C-LANA FP: blocks KSHV LANA C-terminal domain binding to DNA; MBP-C-LANA/FAM-LBS DNA binding, fluorescence polarization; inhibition, % at 9 µM; 0.078% of 340,000 active; AID 504423;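 active means highest replicate inhibition at or above 60% at 9 µM, even if other replicates fall short; inactive means all replicates below 60% inhibition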;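 further: 0% = neutral control wells and 100% = 4 µM acridine orange control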
MOR-DOR ag: OPRM1-OPRD1 heterodimerization agonism | 0.3% of 340,000 active | activation, % at 9.3 µM | AID 504326 | cells, luminescence; in the data active means activation above about 18%;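 further: 0% = vehicle-treated cells and 100% = reference agonist; values of inactives mirror those of a sister screen read the other way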
V-ATPase pH: yeast V-ATPase proton transport regulation by pHLuorin; S. cerevisiae, pHLuorin cytosolic pH fluorescence; response, % at 10 µM; AID 504577; 0.37% of 350,000 active; in the data active means response mostly above about 7.3%, no sharp cut-off; inactive means mostly below about 5.4%; further: actives read high; inactives centre near 0; some compounds called inactive have numbers as strong as hits; reference of the scale not given here
Cardiac RTF inh: cardiac RTF calcium desensitization; 0.12% of 340,000 active; IANBD-labeled cardiac RTF, Ca2+ fluorescence; inhibition, % at 7.15 µM; AID 493244;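 active means inhibition above the mean inhibition of all tested compounds plus 3 SD, cut at about 17% in these data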;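 further: assay run at fixed EC70 calcium of 1.6 mM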
* marks the source's active call; other numbers are inactive results; / = no result given; & = joins results of further samples. The order is random; overall some 2.8% were active at least once.

SMILES	OPRM1-OPRD1 inv	Keap1-Nrf2 PPI	CAL-PDZ inh HTS	RTF Ca sens act	HTR5A ag ctr	HTR5A inv ag	C-LANA FP	MOR-DOR ag	V-ATPase pH	Cardiac RTF inh
O=C(NCCN1C(=O)S/C(=C/c2cccnc2)C1=O)c1ccc(S(=O)(=O)N2CCCC2)cc1	3	-4	-2	2	3	-13	0.6	-0.6	0	1
CCCn1c(SCC(=O)c2c(N)n(C3CC3)c(=O)[nH]c2=O)nnc1-c1ccncc1	8	-1	/	-7	-5	-6	0.3	-2.0	2	-6
COCc1cc(C)nc2sc(C(=O)NCCO)c(-n3cccc3)c12	-4	5	-4	-3	0	-1	0.7	0.5	0	0
COC(CNC(=O)c1ccc2c(c1)ncn2-c1ccc(F)c(F)c1)OC	24	-1	-9	0	0	14	0.7	-5.1	-5	-8
COc1ccc2c(c1)c(=O)c(C(=O)c1ccccc1)cn2Cc1ccc(C)cc1	20	1	-10	3	0	-1	-1.7	-3.9	2	-3
CC(=O)Nc1ccc(S(=O)(=O)N(CCCN2CCOCC2)Cc2cccs2)cc1	13	1	-3	-3	-8	19	-2.2	-2.6	-2	0
CC(C)n1nnnc1SCC(=O)NCc1ccc2c(c1)OCO2	1	-2	-2	0	1	12	0.1	-0.1	1	1
CCN1C(=O)[C@@H]2[C@@H](c3ccc(SC4CCCCC4)cc3)N3CCCC[C@@]3(C(=O)OC)[C@@H]2C1=O	-15	-35	-1	3	7	-1	-5.5	2.6	0	-21
Cc1ccc(Cl)cc1NC1=C/C(=N\S(=O)(=O)c2cccs2)c2ccccc2C1=O	-78&-45	-5&1	1&-3	-2&-7	-1&-3	6&33	-4.3&0.6	15&8.8	4&2	-7&-6
CC(C)CCn1nnnc1C(c1ccc(F)cc1)N1CCN(C(=O)c2ccco2)CC1 (configuration not stated)	10	2	-2	2	-3	-1	0.8	-1.6	0	0
Cc1cc(C)c2c3c(sc2n1)C1(CCSCC1)C(C#N)=C(N)O3	-21	0	-1	4	0	-1	-0.7	3.7	2	0
CCCCc1nc2ccccc2c(NC(=O)CN2CCN(C)CC2)c1CCC	0	1	2	1	2	-6	-0.1	0.0	0	-11
Cc1ccc(C(=O)Nc2cccc(C(O)c3ccccc3)c2)cc1 (configuration not stated)	9	-2	-4	7	-3	7	/	-1.9	-4	-6
COc1ccc(Cl)cc1NC(=O)CN1CCC(n2nnc3cc(F)ccc32)CC1	-9	-1	-6	-4	-2	-1	-2.5	1.7	9	-5
C[C@@H](NC(=O)c1[nH]cnc1C(=O)Nc1ccon1)c1ccccc1	16	-6	-1	-7	-2	15	-0.2	-2.8	5	7
COc1ccc(C(=O)OCC(=O)NC2CCCC2)c(OC)c1OC	15	-6	-2	-2	-2	7	-0.2	-3.1	-1	-4
Cc1noc(C)c1COc1cccc(C(=O)Nc2ccc(C#N)cc2)c1	-4	1	-4	2	4	-24	1.4	0.7	1	4
CCn1c(SCC(=O)Nc2cc(C)on2)nnc1-c1ccc(S(=O)(=O)N2CCN(C)CC2)cc1	-2	1	-3	-3	-1	10	0.6	0.4	2	-3
COc1ccc(-c2noc(-c3cccnc3)n2)cc1OC	2	1	0	0	3	-14	0.5	-0.2	-3	1
N#CC1=C(N)C(C#N)(C#N)[C@H](c2c(F)cccc2F)[C@H]2CC3(CC=C12)OCCO3	16	1	/	8	0	0	6.1	-3.0	-3	-28
CCOCCNC(=O)c1ccc2c3c(cccc13)CC2	3	-6	-1	-4	3	-28	-0.5	-0.5	3	-8
CCOC(=O)N1CCN(C(=O)CNC(=O)c2ccc(Br)cc2)CC1	-1	2	-10	-2	0	0	0.9	0.2	-1	-5
CC(C)C[C@H](NC(=O)c1nc[nH]c1C(=O)N[C@@H](CCCCN)C(=O)OC(C)(C)C)C(=O)OC(C)(C)C	10	2	-6	-4	7	18	1.2	-1.8	-1	2
CCCn1nnnc1NCc1cccc(OC)c1OC	0	-6	-1	1	-2	7	-3.7	-0.1	5	-3
Cc1ccc(S(=O)(=O)Nc2ccccc2F)cc1C(=O)NNC(=O)c1ccccc1O	13	2	-5	-5	7	1	11	-2.7	-2	10
COc1ccc(NC(=O)N(C)C[C@H]2Oc3ccc(NS(=O)(=O)c4ccc(OC)cc4)cc3C(=O)N([C@H](C)CO)C[C@@H]2C)cc1	1	-1	-4	-1	-2	5	3.5	-0.2	-3	1
O=C(Nc1ccc(NC(=O)c2ccccc2Cl)nc1)c1ccco1	-3	-2	-3	-1	2	-5	-1.8	0.5	3	-3
CCOC(=O)/C(=N\Nc1cc(Cl)ccc1Cl)N1CCN(CC)CC1	-11	-4	-5	1	4	-24	2.4	2.3	3	1
CCn1c(-c2csc3c2CCCC3)n[nH]c1=S	1	-7	-8	1	-5	27	0.9	-0.2	3	-17
COc1ccc(OC)c(S(=O)(=O)N2CCC(C(=O)N3CCOCC3)CC2)c1	14	-4	-4	5	5	-14	0.5	-2.7	-6	-2
O=C(N/N=C/c1ccco1)c1cccc(S(=O)(=O)Nc2ccccc2Cl)c1	1	-2	-5	-3	2	-6	0.4	-0.1	5	-13
C/C(=N\Nc1cccc(Cl)c1)C1(C)N(O)C(C)(C)C(c2ccco2)=[N+]1[O-] (configuration not stated)	2	1	/	-1	-5	3	11	-0.3	0	5
CC(C)(C)c1ccc(OCC(=O)N2CCCCCC2)c(Br)c1	11	-2	-1	1	4	-10	1.4	-2.1	6	-2
CCCCC1=CC2=C(c3ccco3)C(=O)C(C)(OC(=O)c3ccc(OC)cc3)C(=O)C2=CN1C1CC1 (configuration not stated)	-25	-3	0	2	-5	-2	0.4	4.4	1	1
O=C(c1ccccc1)c1ccc(OCC(O)CN2CCN(Cc3ccccc3)CC2)cc1 (configuration not stated)	-10	2	-3	2	2	-6	1.2	2.0	6	-1
Cc1ccc(NS(=O)(=O)c2ccc(C)c(C(=O)N3CCOCC3)c2)cc1	14	-6	-4	0	1	-6	-1.9	-2.6	5	2
COCCCNC(=O)Cn1nc(-c2ccc(C)cc2)ccc1=O	8	0	0	7	-2	5	-0.5	-1.3	-2	0
O=C(C1=C[C@@H](c2ccc(Br)cc2)C[C@@H](OCCCCO)O1)N1CCN(Cc2ccccc2)CC1	-5	4	1	-1	3	11	-4.2	0.8	-3	3
O=C(COC(=O)C12CC3CC(CC(C3)C1)C2)Nc1nc2c(F)c(F)c(F)cc2s1	-21	2	-9	11	1	-4	4.1	4.1	0	-2
Cn1c(Cc2cccs2)nnc1SCC(=O)Nc1ccccc1F	0	3	6	2	1	-1	0.1	0.1	-1	-13
N#C/C(=C\c1ccc(O)cc1)C(=O)N1CCCC1	18	-4	-6	0	4	30	-0.9	-3.6	0	-3
C/C(=C\c1ccccc1)CN1CCN(c2ccccc2)CC1	-29	-4	0	5	3	-13	1.6	5.5	4	1
Cn1c(SCC(=O)Nc2cccc(F)c2)nc2c([nH]c3ccccc32)c1=O	-2	3	-5	-3	-1	3	1.8	0.5	-2	-2
O=C(NCc1ccc2c(c1)OCO2)c1cccnc1	7	-3	-2	0	0	-8	-0.4	-1.3	-1	-7
COC(=O)CCC(=O)Nc1ccc(S(=O)(=O)Nc2nc(C)cc(C)n2)cc1	13	2	/	-3	5	6	-1.4	-2.6	-3	-3
COc1ccc(NC(=O)c2nc[nH]c2C(=O)N2CCC(C)CC2)cc1	11	3	-2	-3	-5	14	3.8	-2.1	-1	-14
CCN(CC(=O)Nc1c(F)cccc1F)C(=O)C1CCCN(C(=O)c2ccc(Cl)cc2)C1 (configuration not stated)	6	-6	0	-1	0	14	-0.3	-1.2	3	-6
COc1ccc([N+](=O)[O-])cc1NC(=O)CC1SC(=Nc2cccc(C)c2C)N(/N=C/c2cccc(OC)c2OC)C1=O (configuration not stated)	15&10	-1&-1	-4&-1	-3&3	0&7	-2&-17	0.6&-13	-3.0&-2.1	-1&10	-7&-10
CNc1nc(OCC(F)(F)F)nc(OCC(F)(F)F)n1	9	-2	-15	2	2	-7	-3.4	-1.8	3	-9
CCCCn1c(N)c(N(Cc2ccccc2OC)C(=O)c2cc(CC)c(C)s2)c(=O)[nH]c1=O	8	0	0	0	3	-2	-0.3	-2.0	2	1

Sorted by formula weight (highest first): part of the list above
SMILES	OPRM1-OPRD1 inv	Keap1-Nrf2 PPI	CAL-PDZ inh HTS	RTF Ca sens act	HTR5A ag ctr	HTR5A inv ag	C-LANA FP	MOR-DOR ag	V-ATPase pH	Cardiac RTF inh
CCCCn1c(N)c(N(Cc2ccccc2OC)C(=O)c2cc(CC)c(C)s2)c(=O)[nH]c1=O	8	0	0	0	3	-2	-0.3	-2.0	2	1
CCN(CC(=O)Nc1c(F)cccc1F)C(=O)C1CCCN(C(=O)c2ccc(Cl)cc2)C1 (configuration not stated)	6	-6	0	-1	0	14	-0.3	-1.2	3	-6
Cn1c(SCC(=O)Nc2cccc(F)c2)nc2c([nH]c3ccccc32)c1=O	-2	3	-5	-3	-1	3	1.8	0.5	-2	-2
C/C(=C\c1ccccc1)CN1CCN(c2ccccc2)CC1	-29	-4	0	5	3	-13	1.6	5.5	4	1
O=C(NCc1ccc2c(c1)OCO2)c1cccnc1	7	-3	-2	0	0	-8	-0.4	-1.3	-1	-7

(further entries)
SMILES	OPRM1-OPRD1 inv	Keap1-Nrf2 PPI	CAL-PDZ inh HTS	RTF Ca sens act	HTR5A ag ctr	HTR5A inv ag	C-LANA FP	MOR-DOR ag	V-ATPase pH	Cardiac RTF inh
CCC(=O)NC1CC2CCCC(C1)N2Cc1ccc(C)cc1 (configuration not stated)	0	3	-1	-2	-3	12	-1.9	0.0	3	-1
C=CCCC(=O)N1C[C@H]2CON(C)[C@H]2C[C@H]1c1ccccc1Br	15	-1	1	4	-1	5	-0.3	-3.2	2	-5
Cn1c(SCC(=O)Nc2ccccc2)nnc1-c1ccc(NC(=O)CCc2ccccc2)cc1	-3	-3	-3	-2	-3	10	0.4	0.7	3	-4
Cc1ccc(C2CN(c3ccccc3)CC2C(=O)c2ccc(F)cc2)cc1 (configuration not stated)	6	0	-2	-7	0	0	1.2	-1.4	-10	2
CN(C)CCCN(C(=O)c1ccc(S(=O)(=O)N2CCCC2)cc1)c1nc2c(F)cc(F)cc2s1	-3	2	-4	-3	-3	7	0.0	0.5	-5	-8
CCOc1ccc2[nH]c(=O)c(CN(CCCN3CCOCC3)C(=O)Nc3ccc(F)cc3)cc2c1	-4	-1	-6	7	-2	5	-3.5	0.8	4	0

Reformatted: results already given.
| Molecule | OPRM1-OPRD1 inv | Keap1-Nrf2 PPI | CAL-PDZ inh HTS | RTF Ca sens act | HTR5A ag ctr | HTR5A inv ag | C-LANA FP | MOR-DOR ag | V-ATPase pH | Cardiac RTF inh |
| --- | --- | --- | --- | --- | --- | --- | --- | --- | --- | --- |
| CN(C)CCCN(C(=O)c1ccc(S(=O)(=O)N2CCCC2)cc1)c1nc2c(F)cc(F)cc2s1 | -3 | 2 | -4 | -3 | -3 | 7 | 0.0 | 0.5 | -5 | -8 |
| CCOc1ccc2[nH]c(=O)c(CN(CCCN3CCOCC3)C(=O)Nc3ccc(F)cc3)cc2c1 | -4 | -1 | -6 | 7 | -2 | 5 | -3.5 | 0.8 | 4 | 0 |

Compound activity deposited in PubChem by several laboratories.
